Pol eta inh: qHTS for Inhibitors of Polymerase Eta; DNA polymerase eta (Homo sapiens), Q9Y253; recombinant Pol eta, fluorescent DNA replication assay; Potency, µM (doses to about 114 µM), for inactives: at the highest dose activity change, negative = inhibition, usual class: inhibitors; 390,000 tested, 1.2% active; AID 588591, 2011; further: potency means the concentration at half of the fitted maximal effect; on the % scale 0 is the no-effect control and ±100 the full control effect
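Pol eta at 10 nM preincubated with compounds 15 min at room temperature; reaction started with fluorescent substrate (50 nM final) and read kinetically at 0 and 10 min.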
Anesthetic bind: qHTS Assay for Identification of Novel General Anesthetics | AID 485281, 2010 | Potency, µM (series often up to 77.5 µM), for inactives: at the top dose activity change, negative = displacement, actives largely listed as inhibitors | 350,000 tested, 0.074% active | apoferritin/1-aminoanthracene competitive binding, fluorescence | Ferritin light chain (Equus caballus), P02791; further: potency means the concentration at half of the fitted maximal effect; on the % scale 0 is the no-effect control and ±100 the full control effect; nearly all actives have a fitted effect of over 20% in size
Target sequence (P02791 2-175 limits assumed): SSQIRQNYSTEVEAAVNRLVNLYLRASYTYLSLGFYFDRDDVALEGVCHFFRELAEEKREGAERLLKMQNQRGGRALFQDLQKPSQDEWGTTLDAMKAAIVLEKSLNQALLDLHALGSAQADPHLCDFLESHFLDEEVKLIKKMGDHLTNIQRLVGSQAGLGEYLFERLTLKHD
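Concentration-response curves derived by four-parameter Hill fitting of normalized fluorescence, where compounds displaced 1-AMA from 10 uM horse apoferritin following a brief 10 min room-temperature incubation; propofol titration acted as positive control.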
LDHA block: qHTS assay for inhibitors of human lactate dehydrogenase; 480,000 tested, 0.15% active; L-lactate dehydrogenase A chain (Homo sapiens), P00338; purified LDHA, NADH/diaphorase-resazurin fluorescence; stronger effect = lower value; activity change, % (values are at about 110 or 230 µM); in the data active means activity change below about -30%; inconclusive means mostly about -25% to -30%;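 further: plate controls were DMSO wells for no effect and wells without enzyme for full effect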
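Remaining NADH was detected by diaphorase (0.133 mg/mL) converting 37 µM resazurin to fluorescent resorufin, read at 0 and 20 minutes. The preceding 5-minute room-temperature reaction used 2 nM LDHA, 0.2 mM sodium pyruvate and 0.06 mM NADH at pH 7.4.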
Pol kappa inh: qHTS for Inhibitors of Polymerase Kappa | Potency, µM (highest dose often 107 µM), without a hit: top-dose activity, negative = inhibition, usual class: inhibitors | purified Pol kappa, fluorescent DNA synthesis assay, 10 min | 400,000 tested, 0.53% active; further: potency means the concentration at half of the fitted maximal effect; on the % scale 0 is the no-effect control and ±100 the full control effect
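Kinetic fluorescence screen: compound preincubated 15 min RT with 10 nM enzyme; 50 nM substrate (final) initiates; reads at 0/10 min.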
ERG Ets-DNA blk: qHTS for Small Molecule Inhibitors of the ERG Ets/DNA interaction; Transcriptional regulator ERG (Homo sapiens), P11308; fluorescence polarization, His-ERG Ets domain / labelled DNA; Potency, µM (titrated, usually from 76.9 µM), for inactives: at the highest dose FP activity, negative = inhibition, usual class: inhibitors; 370,000 tested, 0.028% active; active means well fitted inhibition curve with a large enough effect in the polarisation, with a control signal flat; inconclusive means small, poorly fitted or top-dose-only effect, or effect the other way, or a change in a side signal; inactive means no such curve, though single readings can be large or run the other way; the % refers to the polarisation;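 further: polarization taken with two DNA probes labelled with fluorescein and Texas red; potency means the concentration at half of the fitted maximal effect; % of control where 0% means no effect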
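His-tagged ERG Ets domain (1 uM in the protein solution; 300mM KCl, 50mM Tris-HCl, 1mM EDTA, 1mM DTT, pH 7.5) received compound, then a probe mix of 5 nM fluorescein-DNA and 100nM Texas-615-DNA. Fluorescence polarization was read for both dyes.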
APEX1 inh: qHTS Assay for Inhibitors of the Human Apurinic/apyrimidinic Endonuclease 1 (APE1) | Potency, µM (titrated, usually from 65.8 µM), for inactives: top-dose activity change, negative = inhibition, most hits filed as inhibitors | recombinant APE1, TAMRA/BHQ-2 abasic DNA cleavage fluorescence | 350,000 tested, 0.35% active;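 further: potency means the concentration at half of the fitted maximal effect; plate controls were vehicle for no effect and reference inhibitor for full effect; nearly all actives have a fitted effect of over 55% in size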
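0.75 nM APE1 + cpd, 15 min RT; start w/ 50 nM TAMRA/BHQ-2 THF-abasic dsDNA; kinetic fluor 525/598 nm ×3 reads @60 s; Δ(read3−read1); normalized to DMSO and NSC13755 control wells.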
POLB inh: qHTS Assay for Inhibitors of DNA Polymerase Beta; AID 485314, 2010; Potency, µM (top dose mostly 114 µM), for the others: at the top dose activity change, negative = inhibition, hits mostly inhibitors; P06746; 340,000 tested, 1.3% active; Pol beta primer extension/strand displacement, fluorescence kinetic; further: potency means the concentration at half of the fitted maximal effect; on the % scale 0 is the no-effect control and ±100 the full control effect
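10 nM enzyme + cpd, 15 min RT; start with substrate 50 nM final; read 0 min and after 10 min RT. Corrected, normalized data; 4-parameter Hill curve fit.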
ALOX12 inh: Primary qHTS assay for inhibitors of human arachidonate 12S-lipoxygenase (ALOX12): Round 2; purified 12hLO, xylenol orange hydroperoxide absorbance; Potency, µM (titrated, usually from 108 µM), for inactives: at the highest dose activity change, negative = inhibition, most hits filed as inhibitors; 580,000 tested, 1.1% active; further: potency means the concentration at half of the fitted maximal effect; on the % scale 0 is the no-effect control and ±100 the full control effect
Target sequence (P18054 whole entry, looked up): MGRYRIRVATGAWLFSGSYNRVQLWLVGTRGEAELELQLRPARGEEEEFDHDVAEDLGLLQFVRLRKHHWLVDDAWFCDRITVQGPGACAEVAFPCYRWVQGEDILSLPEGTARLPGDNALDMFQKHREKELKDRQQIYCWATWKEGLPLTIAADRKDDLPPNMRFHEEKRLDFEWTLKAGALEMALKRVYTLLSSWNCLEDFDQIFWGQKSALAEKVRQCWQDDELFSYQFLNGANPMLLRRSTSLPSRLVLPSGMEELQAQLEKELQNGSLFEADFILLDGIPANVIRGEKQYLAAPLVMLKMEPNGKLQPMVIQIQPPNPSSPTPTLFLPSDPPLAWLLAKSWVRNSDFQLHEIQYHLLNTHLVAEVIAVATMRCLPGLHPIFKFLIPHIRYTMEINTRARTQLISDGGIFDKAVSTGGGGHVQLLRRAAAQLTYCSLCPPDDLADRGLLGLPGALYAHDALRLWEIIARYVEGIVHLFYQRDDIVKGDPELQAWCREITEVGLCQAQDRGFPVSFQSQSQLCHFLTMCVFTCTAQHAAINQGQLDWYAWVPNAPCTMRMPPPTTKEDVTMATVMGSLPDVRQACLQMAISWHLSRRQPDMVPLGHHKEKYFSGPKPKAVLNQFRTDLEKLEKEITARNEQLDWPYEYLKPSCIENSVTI
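Purified human 12hLO at 150 nM in 25 mM Hepes, 0.01% Triton X-100, pH 7.0, preincubated 15 min at room temperature with compound. Reaction started with 40 uM arachidonic acid, 30 min at room temperature. Hydroperoxide measured by Fe-xylenol orange, 573/405 nm absorbance ratio.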
RGS4 inh: Inhibitors of Regulator of G Protein Signaling (RGS) 4: qHTS. Regulator of G-protein signaling 4 (Homo sapiens), P49798. Transcreener GDP fluorescence polarization, RGS4-accelerated GTP hydrolysis. Potency, µM (series often up to 114 µM), for the others: top-dose activity change, negative = inhibition, hits mostly inhibitors. 390,000 tested, 0.039% active. AID 504845, 2011; further: potency means the concentration at half of the fitted maximal effect; on the % scale 0 is the no-effect control and ±100 the full control effect; nearly all actives have a fitted effect of over 75% in size; some results filed as inactive show a strong effect at the top dose
Target sequence (P49798 whole entry, looked up): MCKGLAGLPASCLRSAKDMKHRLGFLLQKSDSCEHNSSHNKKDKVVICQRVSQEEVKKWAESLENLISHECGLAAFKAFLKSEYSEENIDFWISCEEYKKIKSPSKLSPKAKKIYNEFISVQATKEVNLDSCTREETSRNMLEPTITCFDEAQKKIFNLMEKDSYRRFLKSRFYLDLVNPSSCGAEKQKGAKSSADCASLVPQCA
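MLSMR compounds (23 nl, pin-transferred) preincubated 10 min at room temperature with a 500nM (2x) first reagent, then RGS4 at 900nM (2x) plus Transcreener GDP mix added; fluorescence polarization (620/688 nm) read before and after 90 min at 30 °C.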
Numbers without * were called inactive; ? = inconclusive; . = not tested or not shown; & = joins results of further samples; [ ] = another dose, or the depositor's remark. Unless noted, the call rests on the fitted dose curve; in most records, active means well fitted curve in the direction sought with a large enough effect; inconclusive means small, poorly fitted or top-dose-only effect, or another doubt; inactive means no such curve, though single readings can be large; an effect the other way counts as inactive or inconclusive. A portion of the library; count on the stated rates, not on these rows.

Below each compound: LDHA block	APEX1 inh	Pol kappa inh	RGS4 inh	POLB inh	ERG Ets-DNA blk	Anesthetic bind	Pol eta inh	ALOX12 inh
> Cc1ccc(OC(=O)CCN2C(=O)c3ccccc3C2=O)cc1C
    -6.4	?	-7.8%	-18.5%	10.8%	-4.3%	?	-11.7%	1.5%
> CC(=O)c1cnn(-c2cc(Oc3ccccc3C)ncn2)c1C
    -3.9	10.7%	-15.6%	43.2%	6.4%	-1.8%	-9.8%	0.5%	4.8%
> Cc1ccc(NC(=O)C2CCCN2C(=O)c2cccs2)c(C)c1 (centres undefined)
    -14.7	11.5%	-10.6%	-29.5%	-27.0%	-2.4%	0.8%	3.8%	?
> O=C(Nc1cccc(C(=O)O)c1)/C(=C\c1ccco1)NC(=O)c1ccccc1Cl
    8.9	3.5%	35.5µM*	-48.4%	1.7%	15.7%	-3.0%	-13.5%	-19.0%
> COc1ccc(Cn2c(C)c(C)c(C#N)c2NC(=O)Nc2ccccc2)cc1
    -6.3	-4.7%	-5.0%	-7.3%	5.3%	12.5%	-18.8%	4.8%	-3.9%
> FC(F)c1nnc2ccc(Cl)nn12
    -2.9	0.0%	0.2%	-0.8%	0.8%	4.6%	-2.9%	-11.1%	4.6%
> O=C(c1cnn(C(=O)c2ccccc2F)c1)c1ccccc1O
    3.2	0.5%	-5.1%	-42.5%	.	-7.3%	.	-5.9%	-7.6%
> O=C(NNC(=S)Nc1ccccc1)c1cc(-c2cccnc2)nc2ccccc12
    -1.3	-5.3%	-19.1%	?	-29.3%	0.4%	-21.2%	-7.2%	?
> CCCN1CCN(CCCNC(=O)CN2C(=O)c3cccnc3Oc3ccc(C)cc32)CC1
    0.0	12.0%	-0.4%	0.6%	8.2%	8.0%	0.4%	-8.7%	-12.6%
> Cc1cc(S(=O)(=O)NCCC2=CCCCC2)ccc1Br
    3.9	-15.8%	-18.9%	-0.7%	.	-5.8%	.	-11.4%	-29.1%
> Cn1c(=O)c2c(nc(NCCO)n2C)n(C)c1=O
    -0.8&-0.2	2.3%	-0.8%	-7.0%	8.4%	-5.5%	1.9%	-12.1%	0.0%&-15.6%
> Cn1nccc1C(=O)NC1CCCc2c1cnn2-c1ccc(C(C)(C)C)cc1 (centres undefined)
    0.7	-13.3%	-11.8%	-12.4%	5.3%	-4.3%	?	?	296.8%[activator]
> CCc1c(C)nc(SCCOc2ccc(OC)cc2)[nH]c1=O
    -3.0	-0.3%	-0.1%	-9.6%	5.7%	-11.0%	?	-15.4%	1.0%
> CCc1nnc(NC(=O)CSc2nc3c(cc2C#N)CCCC3)s1
    -15.9	-4.0%	-1.8%	3.9%	41.4%	-5.7%	3.3%	-5.0%	?
> Fc1ccc(-c2nnc(-c3ccc(Cl)cc3Cl)o2)cc1
    -2.0	-3.1%	12.6%	-10.3%	10.6%	8.7%	-5.6%	-7.7%	-1.1%
> NS(=O)(=O)c1ccc(NCCCn2ccnc2)c([N+](=O)[O-])c1
    -9.2	40.8%	-21.0%	13.8%	-0.1%	-0.2%	0.5%	-1.0%	0.0%
> CN1CCN(c2ccc(NC(=O)c3ccc4c(c3)OCO4)cc2)CC1
    0.3	-0.3%	-6.5%	2.2%[56.9 µM]	-0.6%	2.0%	2.6%	-0.5%	-0.8%
> Cc1ccc(S(=O)(=O)N2CCCCC2)cc1C(=O)N1CCCCCC1
    -9.9	-9.8%	-8.3%	-16.0%	.	1.7%	.	-13.9%	3.4%
> CN1CCN(CC(=O)Nc2ccccc2Sc2ccccc2)CC1
    -33.3*	8.7%	4.5%	23.9%	-0.6%	-4.8%	-11.1%	0.7%	?
> CCN(CC)c1nc2ccccc2nc1C(=O)Nc1cc(OC)c(OC)c(OC)c1
    4.5	.	-16.2%[60.1 µM]	14.4%	9.7%	5.9%	-10.5%	-16.3%	-4.0%
> Cc1ccc(C(=O)NCC(=O)OCC(=O)c2ccc3c(c2)NC(=O)CO3)cc1C
    -10.4	-3.7%	-2.4%	26.7%	-4.8%	-26.5%	?	-7.4%	-17.5%
> CCNC(=S)N1CCN(c2ccc([N+](=O)[O-])cc2)CC1
    0.1	-0.8%	-9.0%	-27.3%[11.4 µM]	1.9%	2.4%	?	-14.2%	?
> Cc1ccc(S(=O)(=O)N/N=C/c2cccc3c2OCCO3)cc1
    -6.6	-3.3%	-13.4%	-10.9%	-21.9%	1.6%	-17.5%	-12.2%	?
> CCOC(=O)N1CCN(S(=O)(=O)CCNC(=O)c2cccc(OC)c2)CC1
    -1.0	-4.1%	-5.9%	-22.4%	.	7.9%	.	-2.2%	-1.7%
> O=C(ON=C1CCN(S(=O)(=O)c2ccccc2)CC1)c1ccc(Cl)cc1
    -3.8	2.0%	-5.3%	-3.1%	4.9%	7.7%	-10.6%	-2.9%	-10.1%
> CCOc1ccc(S(=O)(=O)N2CCOCC2)cc1NS(=O)(=O)c1ccc(OC)c([N+](=O)[O-])c1
    -4.6	25.1%	4.6%	11.5%	.	-11.7%	.	-5.9%	0.5%
> COc1ccc(-c2nnc(SCc3cccc(C#N)c3)o2)cc1
    -1.8	-3.1%	-13.8%	-10.4%	-1.6%	.	-4.6%	-2.4%	-3.4%
> Cc1noc(C)c1-c1ccc2ncnc(NCc3ccccc3)c2c1
    .	1.7%	-7.1%[60.1 µM]	.	.	.	-12.8%	.	?
> CCOC(=O)c1c(C)[nH]c(C(=O)OCC(=O)NC2CCS(=O)(=O)C2)c1C (centres undefined)
    -4.4	0.7%	-14.5%	23.8%	-11.3%	4.9%	-4.8%	-8.5%	-10.5%
> CCN(c1ccccc1C(=O)O)S(=O)(=O)c1cccc2nsnc12
    9.2	-1.2%	0.0%	15.2%	-1.8%	1.2%	6.9%	1.9%	-0.2%
> O=C(Nc1cccc(Cl)c1)C1C2C=CC3(O2)C1C(=O)N(CCCN1CCCCC1)C3C(=O)NC1CCCCC1 (centres undefined)
    -2.9	11.3%	-11.6%	8.3%	-3.2%	-1.5%	2.5%	-23.1%	4.5%
> CSc1ccccc1NC(=O)COC(=O)/C=C/c1ccco1
    -3.7	?	0.0%	24.4%	.	0.6%	.	?	.
> COC(=O)c1sc2ccccc2c1-n1cccc1C(=O)C(=O)Nc1ccc(OC)cc1
    1.8	1.3%	-7.1%	21.9%	1.5%	-1.5%	-8.5%	-10.0%	32.5%[activator]
> CC1CC(C)(C)NC(=S)N1CCCC(=O)N1CCN(c2ccccc2F)CC1 (centres undefined)
    -1.3	-6.9%	-8.8%	-18.8%	10.1%	1.6%	-7.3%	1.0%	?
> Cc1oc(-c2ccccc2F)nc1CS(=O)(=O)CC(=O)N1CCN(Cc2ccccc2)CC1
    -16.3	-0.5%	-4.8%	-15.4%	21.6%	9.9%	1.0%	-9.9%	11.6%
> Cn1c(=O)c2c(ncn2CC(=O)N/N=C/c2ccc(Br)s2)n(C)c1=O
    -5.6	3.8%	-5.1%	-12.6%	9.3%	2.0%	6.7%	0.9%	-11.1%
> CCOC(=O)c1ccccc1NC(=O)c1ccc2c(=O)n3c(nc2c1)CCCCC3
    -0.3	-1.3%	0.4%	-0.3%	?	-6.9%	1.6%	-12.1%	-8.7%
> COc1ccc(NC(=O)c2cccc(S(=O)(=O)NCc3ccccc3)c2)cc1S(N)(=O)=O
    -1.9	13.3%	-10.2%	-5.1%	.	4.5%	.	-11.8%	-22.3%
> Cc1cc2nc3c(=O)n(CCc4ccccc4)c(=O)[nH]c3nc2cc1N
    10.8	-11.1%	-8.5%	-19.0%	-22.9%	-4.5%	31.0%[activator]	-16.2%	?
> COc1cc2c(cc1OC)CN(C(=O)CN(C)S(=O)(=O)c1ccc(NC(C)=O)cc1)CC2
    -6.0	36.6%[activator]	-5.1%	18.4%	1.0%	2.8%	6.7%	10.0%	-25.3%
> O=C(C1=C[C@@H](C2CCCCC2)C[C@@H](OCCCCO)O1)N1CCN(Cc2ccccc2)CC1
    2.6	2.8%	11.4%	-14.5%	-18.7%	15.1%	-16.5%	-15.4%	?
> COCCCNC(=O)c1cccc(S(=O)(=O)N2CC3(C)CC2CC(C)(C)C3)c1 (centres undefined)
    -4.7	29.4%	3.5%	-6.7%	.	-1.9%	.	-21.4%	10.1%

An excerpt from above in order of formula weight, rising.
Below each compound: LDHA block	APEX1 inh	Pol kappa inh	RGS4 inh	POLB inh	ERG Ets-DNA blk	Anesthetic bind	Pol eta inh	ALOX12 inh
> COc1ccc(-c2nnc(SCc3cccc(C#N)c3)o2)cc1
    -1.8	-3.1%	-13.8%	-10.4%	-1.6%	.	-4.6%	-2.4%	-3.4%
> Cc1cc2nc3c(=O)n(CCc4ccccc4)c(=O)[nH]c3nc2cc1N
    10.8	-11.1%	-8.5%	-19.0%	-22.9%	-4.5%	31.0%[activator]	-16.2%	?
> COc1cc2c(cc1OC)CN(C(=O)CN(C)S(=O)(=O)c1ccc(NC(C)=O)cc1)CC2
    -6.0	36.6%[activator]	-5.1%	18.4%	1.0%	2.8%	6.7%	10.0%	-25.3%
